From PubChem BioAssay
HCT116 PTEN-null = growth suppression of PTEN-null HCT116, primary screen, cell-based, CellTiter-Glo; hit rate 1.2% among 140,000; HCT116 PTEN-null viability, 60 h; active compounds read low; viability, % at 10 µM;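 active means viability at or below a set limit, 4 SD under the median of all tested compounds, cut at about 3.7% in these data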;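 further: PTEN knockout HCT116 line with beta catenin targeted HCT116 as companion control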
E-sel TNF inh = E-selectin induction blockers in HUVEC – imaging, immunofluorescence, high content, primary screen | HUVEC TNFa-induced E-selectin immunofluorescence | inhibition, % at 2 µM | hit rate 0.71% among 120,000;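 active means inhibition above the batch mean plus 3 SD, and confirmed as a hit on visual image review, cut at about 43% in these data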;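 further: 0% = TNF-stimulated DMSO wells and 100% = unstimulated control wells; not every result past the cut was called active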
Phagocyt inh = inhibitors of macrophage phagocytosis, primary screen, imaging, J774A.1 cells, IgG beads; hit rate 0.07% among 110,000; inhibition, % at 5 µM; AID 1029, 2008; J774A.1 macrophage IgG-bead phagocytosis;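 active means inhibition above the mean of the plate negative controls plus 5 SD, cut at about 13% in these data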;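 further: phagocytic index as fraction of beads internalized from green versus red external bead signal; plate controls were DMSO negative control for no effect and cytochalasin-D positive control for full effect; some results beyond the cut were filed as inactive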
GALR2 antag = GALR2 antagonists in receptor-expressing cells, primary screen; Galanin receptor type 2 (Homo sapiens), O43603; antagonist mode; inhibition, % at 4 µM; hit rate 0.39% among 140,000; in the data active means inhibition above about 27%;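 further: cells stimulated with galanin 1-16 at roughly its EC80; 0% = agonist challenge control and 100% = basal control without agonist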
Target sequence (O43603 whole entry, looked up): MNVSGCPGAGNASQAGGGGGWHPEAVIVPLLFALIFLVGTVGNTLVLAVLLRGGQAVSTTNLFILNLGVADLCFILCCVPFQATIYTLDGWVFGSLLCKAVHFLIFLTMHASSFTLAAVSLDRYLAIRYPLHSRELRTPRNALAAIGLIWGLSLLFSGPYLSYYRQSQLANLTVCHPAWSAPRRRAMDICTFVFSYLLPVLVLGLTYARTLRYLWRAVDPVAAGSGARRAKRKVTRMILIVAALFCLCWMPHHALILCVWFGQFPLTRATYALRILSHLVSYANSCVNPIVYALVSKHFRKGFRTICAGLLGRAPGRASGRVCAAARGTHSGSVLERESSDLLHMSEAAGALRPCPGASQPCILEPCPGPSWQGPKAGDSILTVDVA
NPY Y2 blocker = NPY-Y2 receptor antagonists, primary screen, cell-based. Neuropeptide Y receptor type 2 (Homo sapiens), P49146. NPY-Y2 expressing cells, antagonist mode. inhibition, % at 2.7 µM. hit rate 0.99% among 140,000; in the data active means inhibition above about 17%;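 further: 0% = vehicle with agonist challenge and 100% = reference antagonist with challenge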
Target sequence (P49146 whole entry, looked up): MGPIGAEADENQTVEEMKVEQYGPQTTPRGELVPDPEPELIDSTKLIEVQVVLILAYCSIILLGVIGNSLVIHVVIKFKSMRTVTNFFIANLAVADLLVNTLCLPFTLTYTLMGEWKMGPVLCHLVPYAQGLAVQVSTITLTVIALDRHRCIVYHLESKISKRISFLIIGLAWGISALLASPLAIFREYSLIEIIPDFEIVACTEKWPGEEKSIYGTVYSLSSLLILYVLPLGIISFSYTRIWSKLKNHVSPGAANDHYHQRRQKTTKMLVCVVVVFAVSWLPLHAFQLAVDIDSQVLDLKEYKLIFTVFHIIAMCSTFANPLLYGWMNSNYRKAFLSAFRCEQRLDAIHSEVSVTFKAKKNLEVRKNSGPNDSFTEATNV
MRP-1 activ = H69AR viability gain despite doxorubicin, primary screen, MRP-1 activator project, H69AR cells, CellTiter-Glo | viability rescue | viability increase, % at 10 µM | hit rate 0.61% among 140,000;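 active means viability gain under doxorubicin at or above a set limit, the compound median plus 3 SD, cut at about 4.7% in these data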;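 further: MRP-1 overexpressing cells given doxorubicin 25 µM after compound pretreatment; 18-22 h compound pretreatment then 72 h with doxorubicin before readout; 0% = doxorubicin-only wells and 100% = vehicle-treated cells without doxorubicin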
Yeast growth inh = growth inhibitors of yeast BB579 in restrictive medium, primary screen, yeast lifespan-shortening project, S. cerevisiae | OD615, 48 h | inhibition, % at 10 µM | hit rate 0.51% among 140,000;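 active means inhibition above a set limit, 3 SD over the mean compound inhibition, cut at about 44% in these data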; further: inactives centre near -24
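System: Saccharomyces cerevisiae DeaD strain BB579, replicative lifespan model yeast | Buffer or medium: Restrictive glucose-based CSMM-D medium | Times: 4 h preincubation and 48 h exposure at 30 °C | Detection: OD615 turbidity measurement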
HCT116 bCat-KO = primary screen for growth suppressors in beta-catenin knockout HCT116 cells (colon tumor, human); HCT116 beta-catenin knockout viability, CellTiter-Glo, 60 h; active compounds read low; viability, % at 10 µM; AID 818, 2007; hit rate 1.5% among 140,000;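 active means viability at or under a set limit, the compound median less 4 SD, cut at about 6% in these data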;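 further: 0% = Hyamine 1622 control at 20 µM and 100% = untreated cell control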
Measles CPE = compounds protecting cells from measles virus cytopathic effect, primary screen, measles RdRp inhibitor project, single point, MLSMR library, absorbance | protection (pct of control), % at 4 µM | hit rate 1.5% among 140,000 | Measles virus-infected cells, CPE protection; in the data active means protection mostly above about 24%, no sharp cut-off; inactive means mostly below about 26%; further: some compounds called inactive have numbers as strong as hits
Yeast life ext = compounds extending yeast replicative lifespan, primary screen, S. cerevisiae, OD615. S. cerevisiae growth with nicotinamide; deaD strain in restrictive glucose medium. hit rate 0.68% among 130,000. inhibition of the nicotinamide effect, % at 10 µM;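 active means inhibition above a set limit, placed 3 SD over the median of all compounds, cut at about 26% in these data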;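 further: 0% = nicotinamide-treated wells and 100% = cells grown without nicotinamide; some compounds called inactive have numbers as strong as hits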
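Test system – modified budding yeast, DeaD strain · Compound – single dose 10 µM compound, 0.25% DMSO · Times – culture preincubation 4 h, compound exposure 48 h, both 30 °C · Detection – optical density (absorbance) at 615 nm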
An asterisk follows results filed as active; . = not tested or not shown. Rows were taken by chance; any-hit rate near 6.3%.

SMILES | HCT116 PTEN-null | E-sel TNF inh | Phagocyt inh | GALR2 antag | NPY Y2 blocker | MRP-1 activ | Yeast growth inh | HCT116 bCat-KO | Measles CPE | Yeast life ext
CCOc1cc(C)c(S(=O)(=O)N2CCCC2)cc1C | 93.3 | -13.6 | . | 2.1 | 2.9 | -3.5 | 10.4 | 89.6 | 12.3 | 10.2
O=C(N/N=C/c1ccc(O)cc1O)/C(=C/c1ccccc1)CCO | 33.8 | -13.2 | -3.2 | 10.0 | 3.9 | 2.0 | 10.2 | 31.6 | 6.6 | -3.5
CCOP(=O)(OCC)C(Nc1cccc(C(F)(F)F)c1)c1ccc(Br)cc1 (centres undefined) | 27.3 | . | -17.4 | -1.8 | 9.0 | -1.9 | -7.3 | 44.7 | . | 2.3
O=S(=O)(NC(=NC1CCCC1)C(F)(F)F)c1ccccc1 | 106.0 | 33.6 | -0.5 | -4.4 | 2.6 | -0.2 | -24.8 | 99.0 | 6.4 | 16.0
Cc1ccc(Cl)cc1N1CCN(c2cccc[n+]2C)CC1 | 51.6 | . | -3.7 | 7.1 | 3.9 | -2.8 | -24.9 | 57.5 | 16.3 | -3.4
O=C(CN1CCC(n2nnc3cc(F)ccc32)CC1)N1CCc2ccccc2C1 | 87.5 | . | -0.6 | 6.4 | -0.3 | -3.4 | -5.1 | 81.5 | 5.4 | -12.3
COc1ccc(OC)c(C2C(C(N)=O)=C(C)Nc3nc(CCCO)nn32)c1 (centres undefined) | 110.2 | . | -0.1 | 0.3 | 1.1 | -0.6 | -28.1 | 97.8 | 13.9 | 0.5
COc1ccccc1NC(=O)CSc1nnc(Cn2cnc3ccccc32)n1C | 110.1 | 7.3 | 9.7 | 7.8 | -0.2 | -0.3 | -58.7 | 104.0 | 5.8 | 16.3
Cc1ccc(C)c(NC(=O)CSc2ccc(-c3cccs3)nn2)c1 | 81.4 | 19.0 | -2.5 | 2.0 | 2.9 | 1.8 | -26.0 | 95.0 | 22.3 | -0.4
Cc1ccc(CSc2ncnc3c2cnn3-c2ccccc2)cc1 | 97.1 | . | -9.3 | 4.1 | 4.5 | 2.7 | -28.3 | 92.8 | 1.6 | 1.7
Cc1cccc(NC(=O)N2CCN(Cc3ccccc3)CC2)c1 | 99.5 | -23.2 | . | 3.1 | -0.2 | -3.6 | -5.6 | 91.0 | 8.9 | .
Cc1cccc(/C=N\Nc2cn[nH]c(=O)c2Cl)c1 | 73.8 | . | . | -10.6 | 0.8 | -0.3 | -47.9 | 64.8 | 8.1 | -22.9
O=C(CC1(O)C(=O)Nc2ccc(Br)cc21)c1ccc2c(c1)OCO2 (centres undefined) | 84.4 | -18.4 | -0.8 | 7.2 | 3.4 | -1.2 | -0.3 | 79.2 | 8.8 | -5.0
O=C(CSc1nc(-c2ccc(F)cc2)cs1)Nc1ccccn1 | 102.0 | . | -4.3 | 2.6 | 3.5 | -0.4 | -4.5 | 109.6 | 46.5 | -2.3
O=C(NC1CCS(=O)(=O)C1)C12CC3CC(CC(C3)C1)C2 (centres undefined) | 100.8 | -9.8 | -1.5 | -4.7 | -1.1 | -1.9 | -44.2 | 101.8 | 23.1 | -17.6
Cc1ccc2c(c1)N(CCC(=O)NCc1cccnc1)C(=O)CO2 | 101.6 | 9.4 | . | 9.4 | 2.1 | -0.9 | -25.4 | 97.4 | 10.0 | -6.1
CC(NC(=O)c1cc(-c2ccc3c(c2)OCO3)nc2ccccc12)C(C)(C)C (centres undefined) | 48.6 | . | -0.3 | -18.6 | 151.0* | -1.7 | -15.9 | 38.3 | 19.8 | -7.0
CCC(=O)N1CCN=C1SCc1ccc(Cl)cc1 | 92.2 | 15.6 | -5.3 | 8.0 | 6.1 | 3.0 | -11.4 | 89.4 | 4.8 | -8.4
O=C(CSc1nc2ccc([N+](=O)[O-])cc2[nH]1)NC1CCCC1 | 83.9 | . | -8.6 | 0.8 | 2.1 | -1.0 | -31.6 | 89.3 | . | 2.5
O=C(N/N=C/C1CC=CCC1)c1cc(Br)ccc1O (centres undefined) | 108.0 | . | -5.9 | 16.7 | -0.2 | -0.3 | -45.0 | 102.8 | 4.7 | -0.5
CCc1ccccc1NC(=S)N=Nc1c(O)n(C)c2ccc(S(=O)(=O)N3CCOCC3)cc12 | 17.2 | -3.7 | -1.1 | 4.5 | -2.8 | -3.3 | -52.6 | 21.3 | 8.4 | 15.3
O=C1OC(c2ccccc2)/C(=C(/O)c2ccccc2)C1=O (centres undefined) | 97.8 | -5.1 | -1.2 | -8.9 | 4.8 | 0.2 | -19.1 | 94.8 | 19.0 | 19.8
c1cncc(-c2nn3cnnc3s2)c1 | 106.2 | . | -0.6 | -25.9 | -2.4 | -0.7 | -14.6 | 106.0 | 9.8 | -2.0
Cc1cccc(SCc2noc(C(=O)NCC3CCCO3)c2C(=O)O)c1 (centres undefined) | 108.7 | 37.8 | . | 9.6 | 10.5 | -0.5 | -60.2 | 107.1 | 20.1 | -6.4
CCC(C)N=C1SCC(C)(/C=N/O)S1 (centres undefined) | 86.4 | 3.0 | 2.0 | 7.9 | 2.8 | -0.6 | -12.3 | 86.9 | 11.1 | -3.3
(further entries)
SMILES | HCT116 PTEN-null | E-sel TNF inh | Phagocyt inh | GALR2 antag | NPY Y2 blocker | MRP-1 activ | Yeast growth inh | HCT116 bCat-KO | Measles CPE | Yeast life ext
CCOCCn1c(SCCc2ccccc2)nc2c1c(=O)[nH]c(=O)n2C | 95.8 | 15.8 | -0.6 | 6.9 | -0.2 | -3.3 | -5.0 | 93.7 | 13.9 | -4.4
Cc1ccc(-n2nnnc2SCC(=O)Nc2ccccc2N2CCCCC2)cc1C | 71.4 | -9.1 | 3.0 | -7.8 | 28.0* | -1.4 | -56.1 | 64.9 | 7.7 | -6.1
O=C(NC(=S)NCCC1=CCCCC1)c1cncc(Br)c1 | 88.2 | . | -4.9 | -12.0 | 3.2 | -0.2 | -26.2 | 86.6 | 12.9 | 0.2
COc1ccc(C(=O)NCC2(c3ccccc3)CCOCC2)cc1[N+](=O)[O-] | 91.2 | -1.9 | -6.0 | -18.8 | 8.4 | -1.1 | -63.9 | 84.6 | 4.4 | 4.5
Cc1cc(C(=O)NN=C(Cc2ccccc2)Cc2ccccc2)c(C)o1 | 88.2 | 0.3 | -3.0 | 6.0 | 4.1 | -0.9 | 14.9 | 83.9 | 7.0 | -2.6
COc1ccccc1C(c1nnnn1C1CCCC1)N1CCN2CCCC2C1 (centres undefined) | 93.2 | -5.4 | -0.5 | 8.6 | 6.1 | -2.6 | -19.0 | 97.8 | 5.7 | -5.4
O=C(CSc1nnc(SCc2ccc(Cl)cc2)s1)c1ccc2c(c1)OCO2 | 89.2 | -5.6 | . | -2.2 | 16.4 | -0.1 | -53.3 | 79.2 | 14.3 | 9.3
CCn1c(=O)c2cc(C(=O)N3CCOCC3)sc2c2ccccc21 | 90.1 | . | -1.0 | 3.4 | 2.4 | -1.7 | -26.3 | 86.9 | 4.5 | -8.8
CC(=NCCCn1ccnc1)C1=C(O)c2ccccc2C1=O | 108.1 | -8.8 | . | 4.2 | -0.2 | -3.6 | -15.6 | 94.8 | 4.5 | -19.2
CC1(C)C(=O)OC(c2cc(Br)ccc2O)C(C)(C)C1=O (centres undefined) | 101.4 | -20.0 | -9.4 | 6.0 | -1.9 | -0.4 | -19.4 | 89.8 | 15.8 | 1.8
O=C(Nc1ccc(/C=C/c2nc3ccccc3o2)cc1)c1c(F)cccc1F | 70.9 | . | 1.3 | -16.9 | -4.5 | -4.9 | -25.9 | 80.2 | 2.2 | -6.8
O=C(O)CC/C(=C\c1cc([N+](=O)[O-])ccc1Cl)c1nc2ccccc2s1 | 100.9 | . | 1.1 | 5.9 | 10.5 | -3.1 | 42.1 | 97.2 | 13.2 | 0.9
Cc1ccc(C)c(S(=O)(=O)C(C#N)c2nc3ccccc3nc2N2CCOCC2)c1 (centres undefined) | 97.9 | -3.2 | -0.4 | 9.9 | 1.4 | -2.0 | -14.6 | 94.2 | 9.1 | -2.7
Cc1ccc(NC(=O)CCCCCNS(=O)(=O)c2ccc(C)cc2)cc1 | 84.9 | 3.4 | -5.2 | -1.6 | 0.9 | -3.1 | -29.9 | 91.5 | 5.5 | 4.2
Cc1cc(NC(=O)CSc2ccc3nnc(-c4cccs4)n3n2)no1 | 98.1 | . | 0.7 | 6.3 | 2.8 | -4.9 | -23.7 | 85.7 | 22.6 | -3.9
Cc1ccc(NS(=O)(=O)c2cc(C(=O)N3CCOCC3)ccc2C)cc1C | 85.3 | -19.4 | 0.9 | 5.5 | -1.2 | -3.0 | -8.8 | 80.2 | 15.6 | 6.5
CCOC(=O)C1=C(C)C(c2ccccc2OC)NC(=O)N1 (centres undefined) | 81.3 | . | -0.6 | -12.2 | 1.4 | -2.0 | -37.8 | 88.4 | 3.2 | -7.4
CC(=O)Nc1cccc(C(=O)/C=C/c2ccc(Br)cc2)c1 | 1.3* | -42.7 | -7.0 | 6.6 | 12.6 | -4.5 | -19.6 | 1.5* | 5.6 | -2.4
N/C(COc1cccc(Cl)c1)=N\NS(=O)(=O)c1ccccc1 | 106.6 | 30.8 | -0.4 | -0.9 | 2.9 | -1.7 | -32.3 | 92.4 | 17.7 | -10.0
COc1ccc(CN(Cc2ccccn2)C(=O)CN2C(=O)COc3ccccc32)cc1 | 66.1 | 1.9 | -0.5 | -0.1 | 2.5 | 0.2 | -1.8 | 65.7 | 22.6 | 16.9
COc1ccc(CCNC(=O)COC(=O)/C=C/c2ccc(OCC#N)c(OC)c2)cc1 | 101.5 | -13.2 | -1.5 | 12.6 | 1.1 | -1.9 | -33.1 | 96.4 | 5.5 | 5.3
CC(=O)N1CCN(C(=O)CCc2nc3ccccc3c(=O)[nH]2)CC1 | 109.1 | -1.1 | -0.5 | -8.7 | 0.8 | 0.7 | -85.1 | 91.7 | 17.5 | -4.1
Cc1ccc(SCc2nc(-c3ccncc3)no2)cc1 | 91.0 | -37.0 | -1.9 | -5.6 | 3.8 | -0.2 | -26.9 | 92.8 | 16.7 | -8.1

Taken from above:
For HCT116 bCat-KO, `CC(=O)N1CCN(C(=O)CCc2nc3ccccc3c(=O)[nH]2)CC1` has 91.7
For GALR2 antag, `N/C(COc1cccc(Cl)c1)=N\NS(=O)(=O)c1ccccc1` has -0.9
For Measles CPE, `Cc1cc(C(=O)NN=C(Cc2ccccc2)Cc2ccccc2)c(C)o1` has 7.0

As a short view, part of the list above:
SMILES | HCT116 PTEN-null | E-sel TNF inh | Phagocyt inh | GALR2 antag | NPY Y2 blocker | MRP-1 activ | Yeast growth inh | HCT116 bCat-KO | Measles CPE | Yeast life ext
O=C(NC(=S)NCCC1=CCCCC1)c1cncc(Br)c1 | 88.2 | . | -4.9 | -12.0 | 3.2 | -0.2 | -26.2 | 86.6 | 12.9 | 0.2
COc1ccc(C(=O)NCC2(c3ccccc3)CCOCC2)cc1[N+](=O)[O-] | 91.2 | -1.9 | -6.0 | -18.8 | 8.4 | -1.1 | -63.9 | 84.6 | 4.4 | 4.5
